MEX-5 binding – C. elegans MEX-5 TCR-2 RNA binding activity; activity score (negative = inhibition of binding), % at 10 µM; MEX-5/FITC-TCR2 RNA binding, fluorescence polarization; active compounds read low; Q9XUB2; AID 1832; actives 0.38% (n = 300,000);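 active means inhibition past about -25% in most replicates, and total fluorescence under double the plate's negative control median, limit read from the data; inconclusive means replicates evenly split on the limit, or fluorescence at least double controls; inactive means too little inhibition in most replicates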;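 further: 0% = DMSO and -100% = 5 µM competing unlabeled TCR2 RNA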
MCL1-BIM inh – disrupts human MCL1 binding to BIM-BH3 peptide; GST-MCL1 / FITC-Bim-BH3 fluorescence polarization; inhibition, % at 10.9 µM; actives 0.68% (n = 320,000);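 active means inhibition above the mean inhibition of all tested compounds plus 3 SD, set per campaign, cut at about 40% in these data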;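 further: 0% = DMSO wells and 100% = unlabeled Bim-BH3 peptide control; higher means more loss of mP so more displacement of Bim peptide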
BCLXL inh – inhibitors of human Bcl-xL | GST-Bcl-xL / FITC-Bim BH3 peptide fluorescence polarization | AID 2129 | actives 0.7% (n = 320,000) | Q07817 | inhibition, % at 10.9 µM;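 active means inhibition above the mean of all tested compounds plus 3 SD, cutoff set per campaign, cut at about 30% in these data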;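 further: 0% = DMSO wells and 100% = unlabeled Bim-BH3 peptide competitor; inhibitors lower millipolarization by displacing the labeled peptide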
Target sequence (Q07817 whole entry, looked up): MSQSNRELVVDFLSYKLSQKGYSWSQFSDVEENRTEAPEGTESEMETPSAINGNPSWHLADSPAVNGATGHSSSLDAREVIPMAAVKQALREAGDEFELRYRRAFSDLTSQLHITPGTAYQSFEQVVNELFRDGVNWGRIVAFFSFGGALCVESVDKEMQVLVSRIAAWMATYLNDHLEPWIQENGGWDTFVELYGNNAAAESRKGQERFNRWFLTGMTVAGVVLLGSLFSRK
GLD-1 TGE inh – GLD-1-TGE RNA interaction inhibition (C. elegans) | purified GLD-1 + fluorescein TGE RNA, fluorescence polarization | Q17339 | inhibition, % at 5.96 µM | actives 0.44% (n = 320,000);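 active means percent inhibition above a per-plate cutoff, the plate mean of test compounds plus 3 SD, cut at about 30% in these data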;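 further: 0% = DMSO wells with GLD-1 and probe and 100% = wells lacking GLD-1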
GRK2 inh – inhibitors of human GRK2 displacing RNA aptamer; P25098; bead flow cytometry, FAM-aptamer displacement from GRK2; inhibition of aptamer binding, % at 10 µM; actives 0.59% (n = 330,000); AID 488847;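 active means inhibition of aptamer binding above 40%, roughly 3 SD of noise, on plates passing a quality check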;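 further: median bead fluorescence of bound FAM aptamer so fluorescent compounds give negative values; no value below 0 was filed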
Target sequence (P25098 whole entry, looked up): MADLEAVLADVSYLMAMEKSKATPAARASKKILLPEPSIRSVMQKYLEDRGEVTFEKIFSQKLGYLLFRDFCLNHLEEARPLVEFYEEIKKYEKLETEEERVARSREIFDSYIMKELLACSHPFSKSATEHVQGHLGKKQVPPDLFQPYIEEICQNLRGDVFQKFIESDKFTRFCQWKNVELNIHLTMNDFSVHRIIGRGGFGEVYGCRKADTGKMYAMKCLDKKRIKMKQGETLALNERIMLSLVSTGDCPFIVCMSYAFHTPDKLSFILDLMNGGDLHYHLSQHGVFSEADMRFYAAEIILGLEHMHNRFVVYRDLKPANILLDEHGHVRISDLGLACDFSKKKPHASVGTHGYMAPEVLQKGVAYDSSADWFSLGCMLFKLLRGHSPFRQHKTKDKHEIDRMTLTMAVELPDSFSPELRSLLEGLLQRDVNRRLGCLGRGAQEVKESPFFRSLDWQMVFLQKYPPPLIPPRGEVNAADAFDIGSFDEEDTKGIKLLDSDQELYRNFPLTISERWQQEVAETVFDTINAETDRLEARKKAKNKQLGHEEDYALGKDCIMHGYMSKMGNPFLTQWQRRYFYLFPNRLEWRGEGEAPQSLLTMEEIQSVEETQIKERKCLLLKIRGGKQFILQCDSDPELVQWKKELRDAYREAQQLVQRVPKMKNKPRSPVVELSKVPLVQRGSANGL
VLA-4 inh – inhibition in a human VLA-4 binding assay. VLA-4 expressing cells, ligand binding flow cytometry. inhibition, % (about 7 µM as worked out from the volumes in the protocol). actives 0.2% (n = 330,000); in the data active means inhibition above about 50%
AGP1-GFP MLPCN – modulators of TOR pathway AGP1-GFP in S. cerevisiae; actives 0.02% (n = 320,000); S. cerevisiae AGP1-GFP multiplex flow cytometry, 3 h; GFP as percent of DMSO wells; GFP response vs DMSO, % at 10 µM;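 active means GFP response relative to DMSO above a set limit, near screen average plus 3 SD, cut at about 150% in these data; inconclusive means fewer than 70 cells counted for the yeast strain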;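 further: median GFP channel fluorescence of the gated AGP1 strain per well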
CIT2-GFP yeast – yeast TOR pathway CIT2-GFP modulation; S. cerevisiae CIT2-GFP strain, flow cytometry, 3 h; 100 means same as DMSO wells; AID 2029; GFP response vs DMSO, % at 10 µM; actives 0.065% (n = 320,000);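 active means GFP response relative to DMSO above a set limit, near the screen mean plus 3 SD, cut at about 150% in these data; inconclusive means Fewer than 70 cells measured for a yeast strain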;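 further: ratio of well median GFP fluorescence to mean of DMSO wells on the plate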
Fam108B inh – Fam108B inhibition, counter-screen for RBBP9 inhibitors; recombinant Fam108B, FP-Rh probe fluorescence polarization; inhibition, % at 9.51 µM; actives 0.33% (n = 300,000);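 active means inhibition above the screen mean inhibition plus 3 SD, computed separately per campaign, cut at about 18% in these data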;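 further: inhibitors lower polarization as less probe binds the enzyme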
Numbers without * were called inactive; u = inconclusive; x = no result given.

SMILES	MEX-5 binding	MCL1-BIM inh	BCLXL inh	GLD-1 TGE inh	GRK2 inh	VLA-4 inh	AGP1-GFP MLPCN	CIT2-GFP yeast	Fam108B inh
COc1ccccc1C(=O)NCC(=O)OCC(=O)Nc1nnc(-c2ccccc2)o1	x	9	1	1	0	10	94	85	x
O=C(COC(=O)c1ccc(O)cc1)Nc1ccc(S(=O)(=O)N2CCOCC2)cc1	x	x	x	2	1	-2	94	89	x
Fc1ccc(OCCCCCN2CCCC2)cc1	-1.3	-1	1	5	0	15	106	105	-3
C=C1c2cc(OC)ccc2NC(=O)N1CC	-2.4	11	9	-1	3	21	100	102	4
Cc1ccc(N(CN2C(=O)C3CC=CCC3C2=O)C(=O)c2ccco2)cc1Cl (centres undefined)	-5.8	6	25	0	3	-30	98	92	-1
CC(=O)N1CCc2cc(S(=O)(=O)NCCC(=O)Nc3cccc(C)c3C)ccc21	-0.2	8	5	2	0	0	109	110	-2
COc1cc(OC)c2c(-c3ccccc3)cc(=O)oc2c1C(CCN1CCN(c2ccccc2)CC1)c1ccc(N(C)C)cc1 (centres undefined)	2.1	-3	2	10	x	x	x	x	1
CCn1c(SCCC(=O)Nc2ccccc2)nnc1-c1ccc(OC)cc1	-0.2	-4	-7	2	0	21	104	91	4
COc1ccc(/C=C2\CCCc3c2nc2ccccc2c3C(=O)O)cc1OC	-73*	159*	145*	120*	0	1	107	102	1
Cc1cc(NS(=O)(=O)c2c(C)c(C)cc(C)c2C)no1	-2.2	6	7	3	1	2	96	x	2
CN1C(=O)C2(c3ccccc31)C1CCCC=C1C(C#N)=C(N)C2(C#N)C#N (centres undefined)	x	2	7	0	2	-6	101	93	5
O=C(NC(O)C(=O)c1ccccc1)c1ccc(F)cc1 (centres undefined)	1.8	-3	1	10	1	6	101	97	-2
Cc1cc(C)c(NC(=O)CNC(=O)CN(C)Cc2ccc(Br)s2)c(C)c1	x	3	5	-7	0	8	95	96	x
CN(C)/C=C(\C(=O)c1ccc(F)cc1F)c1nnnn1-c1ccccc1	-0.6	-2	2	1	0	10	103	102	0
NC(=O)C1(N2CCCCC2)CCN(C(=O)CSc2nc3ccccc3[nH]2)CC1	-0.1	8	3	5	1	5	90	85	8
Cc1ccc(N2C(=O)C3ON(c4ccccc4)C(c4ccncc4)C3C2=O)c(C)c1 (centres undefined)	-0.1	7	2	4	0	6	96	99	0
CCOc1ccc2[nH]c(C)c(CN(C)C)c(=O)c2c1	-1.9	0	-5	0	4	6	101	103	-3
Cc1cccc(N(CC(=O)NCc2ccccc2)C(=O)CCC(=O)Nc2nccs2)c1	0.5	-1	3	6	0	7	105	106	0
O=C(NCC1CCCO1)c1ccc(CS(=O)(=O)c2ccc(Br)cc2)o1 (centres undefined)	1.3	6	4	4	0	9	104	105	-2
CCC(=O)NC(=S)Nc1cccc(NC(=O)CC)c1	-0.2	1	0	5	0	-3	104	108	1
O=C(CC1C(=O)NCCN1C(=O)c1ccc([N+](=O)[O-])cc1)Nc1cccc(Cl)c1 (centres undefined)	-0.6	1	4	-5	0	-3	94	100	-1
CC1(OC(=O)C2CCCC2)C(=O)C=C2C=C(c3ccsc3)N(CCc3c[nH]c4ccccc34)C=C2C1=O (centres undefined)	-3.6	-2	1	2	3	21	93	87	2
N#Cc1ccc(C(=O)Nc2cc(-c3ccc(F)cc3)nn2-c2ccccc2)cc1	x	6	0	10	1	2	78	71	1
CO/N=C\CC(=O)Nc1ccc(F)cc1	-0.5	0	2	1	0	-8	99	107	5
O=C(CC1OC(=O)c2ccccc21)Nc1cc(S(=O)(=O)N2CCOCC2)ccc1OCC(F)(F)F (centres undefined)	0.1	-20	-9	10	0	12	106	99	-1
O=C(CN1CCOCC1)Nc1ccc(OCc2ccccc2)cc1	1.8	3	8	-2	0	6	103	99	2
COc1ccc(NC(=O)c2cnn(-c3ccccc3)c2C)cc1	-3.4	5	5	3	x	2	89	104	-1
COc1ccccc1OCCNC(=O)c1ccc2c(c1)CCC2	1.7	4	1	4	1	1	99	95	-3
[O-][n+]1onc2c3ccnnc3ccc21	1.2	3	-2	1	3	15	106	104	-1
Fc1ccccc1-c1nc(-c2ccc(-c3nn[nH]n3)cc2)no1	x	x	x	7	2	11	93	87	x
O=P(O)(O)CP(=O)(O)O	-9.6	-4	5	4	0	-10	88	111	-4
CCCc1cc(=O)oc2cc(C)cc(OCC(=O)Nc3ccc(CN4CCOCC4)cc3)c12	-5.6	2	-1	-1	0	2	u	u	-7
CCOC(=O)N1CCN(C(=O)c2cc(-c3ccncc3)nc3ccccc23)CC1	0.2	7	3	3	1	1	105	99	1
COC(=O)c1ccc(CSc2nnc3c(Cl)cc(Cl)cn23)o1	2.5	0	1	-8	1	11	95	92	1
O=C(COc1ccc([N+](=O)[O-])cc1)N/N=C/c1ccccn1	0.1	5	-1	3	0	9	100	94	1
S=c1[nH]c2ccccc2n2c(=S)[nH]nc12	-42*	18	15	2	5	-6	102	98	1
CCC(CC)c1nnc(NC(=O)CN2C(=O)C3C4C=CC(C4)C3C2=O)s1 (centres undefined)	0.1	0	5	4	2	7	92	98	3
CCOC(=O)c1c(-c2ccc(OC)cc2)csc1NC(=O)CCN1C(=O)c2ccccc2C1=O	2.7	10	-3	-5	0	2	105	101	-1
COCc1c(C)cc(C)c(/C=N/O)c1C	0.6	2	-1	9	0	-4	96	96	8
Cc1cccc(C)c1NC(=O)N1CCC(C(=O)c2ccc(F)cc2)CC1	-3.7	-3	0	-5	0	-2	88	93	0
Cc1ccc(S(=O)(=O)N2CCN(C(=O)CSc3nncs3)CC2)cc1	-0.3	-4	3	-4	3	0	99	96	4
Cc1c(S(=O)(=O)N2CCCC2)c(=O)n(C)c(=O)n1C	0.8	2	4	6	0	-19	108	111	0
COCCCn1c(-c2ccco2)nc2ccccc2c1=O	-0.3	6	4	6	0	3	98	x	-1
CC(C)Cc1nnc(NC(=O)CCC(=O)N2CCN(C3CCCC3)CC2)s1	-0.9	3	11	-2	0	7	87	82	1
CC(/C=C/C=C/c1ccccc1)=N\NC(=O)c1cccnc1	-2.1	-3	-4	0	0	21	95	92	2

Exported as labelled records: part of the list above.
CC(/C=C/C=C/c1ccccc1)=N\NC(=O)c1cccnc1
  MEX-5 binding: -2.1	MCL1-BIM inh: -3	BCLXL inh: -4	GLD-1 TGE inh: 0	GRK2 inh: 0	VLA-4 inh: 21	AGP1-GFP MLPCN: 95	CIT2-GFP yeast: 92	Fam108B inh: 2
COC(=O)c1ccc(CSc2nnc3c(Cl)cc(Cl)cn23)o1
  MEX-5 binding: 2.5	MCL1-BIM inh: 0	BCLXL inh: 1	GLD-1 TGE inh: -8	GRK2 inh: 1	VLA-4 inh: 11	AGP1-GFP MLPCN: 95	CIT2-GFP yeast: 92	Fam108B inh: 1
CCOC(=O)N1CCN(C(=O)c2cc(-c3ccncc3)nc3ccccc23)CC1
  MEX-5 binding: 0.2	MCL1-BIM inh: 7	BCLXL inh: 3	GLD-1 TGE inh: 3	GRK2 inh: 1	VLA-4 inh: 1	AGP1-GFP MLPCN: 105	CIT2-GFP yeast: 99	Fam108B inh: 1

Next section
SMILES	MEX-5 binding	MCL1-BIM inh	BCLXL inh	GLD-1 TGE inh	GRK2 inh	VLA-4 inh	AGP1-GFP MLPCN	CIT2-GFP yeast	Fam108B inh
NNC(=O)CNC(=O)c1cccc(Br)c1	-1.6	-1	-3	-4	0	-9	105	99	-2
O=c1c2ccccc2nc(N/N=C/c2c(O)ccc3ccccc23)n1O	-9.6	7	3	1	0	8	84	79	18
CN(Cc1cccs1)C(=O)COc1cccc2c1OC(C)(C)C2	x	x	x	3	4	7	93	96	x
CCOc1ccc(OCC(=O)N2CCC3(CC2)CC(=O)c2ccccc2O3)cc1	0.5	-3	0	-4	1	3	94	94	2
O=C(c1cc2ccccc2oc1=O)N1CCN(c2ncccn2)CC1	0.0	-2	6	-5	3	4	106	100	-2
CCOC(=O)N1CCN(S(=O)(=O)c2ccc(C)c(C)c2)CC1	2.7	0	4	-8	2	1	98	93	3
C[C@@H]1CN([C@@H](C)CO)C(=O)c2cccc(NS(=O)(=O)c3cccs3)c2O[C@H]1CN(C)Cc1ccc(C(F)(F)F)cc1	x	x	x	-2	4	9	96	84	x
CCOc1cc(N2CCOCC2)c(OCC)cc1NC(=O)CN1C(=O)NC(C)(C2CC2)C1=O (centres undefined)	-0.3	6	6	-4	0	2	93	93	3
CN(C)c1ccc(CC2C(=O)Nc3ccccc32)cc1 (centres undefined)	-5.9	34	46*	21	1	-1	106	99	5
CCOC(=O)c1nn(-c2ccc(Cl)cc2)c(C)cc1=O	0.0	0	1	-5	2	4	98	107	1
Cc1cccc(NC(=O)/C(C#N)=C/c2ccc(F)cc2)n1	-1.7	-1	5	-3	0	-3	92	87	38*
Cc1ccsc1/C=N/NC(=O)C1CC(=O)N(c2ccc(F)cc2)C1 (centres undefined)	0.0	6	0	1	2	-1	105	99	-1
COc1ccc(N2CCN(C(=O)CNC(=O)c3cccc(Br)c3)CC2)cc1	-0.3	1	5	-5	0	-18	96	93	0
CCOC(=O)[C@@H]1[C@H]2COc3ccc(Br)cc3[C@@H]2N2C(=O)N(c3ccccc3)C(=O)[C@]12C	-1.8	-6	2	4	0	6	80	68	-3
CCN1CCN(C(CC(C)C)c2nnnn2CS(=O)(=O)c2ccc(C)cc2)CC1 (centres undefined)	2.7	9	6	7	0	4	102	100	-1
Cc1cccc(C(=O)OCC(=O)NCC(C)C)c1O	0.4	2	3	0	1	-2	105	107	6
CC(=O)Nc1ccc(S(=O)(=O)Nc2nc3ccccc3nc2-n2ccc(=NC(=O)c3ccc(F)cc3)cc2)cc1	3.2	3	9	-3	1	2	102	102	-1
S=C(Nc1ccccc1Cl)N1CCOCC1	-2.1	2	-3	-2	8	8	92	85	4
Cc1ccc(NC(=O)CSc2nnc3n2CCCCC3)cc1	0.4	-5	0	1	2	7	u	u	2
CC(=O)c1ccc(NC(=O)c2noc3c2CCC3)cc1	-3.5	23	2	3	26	0	99	106	5
CCN(CC)C(=O)Oc1nnc(SC(C)C)n1-c1ccc(Cl)cc1	-0.4	9	4	-8	4	4	x	x	1
O=C(CNc1c(Br)cc(Br)cc1Br)NN=C1CCCCC1	-3.9	-4	-3	-1	37	0	104	97	3
CCO[C@@H]1OC(C(=O)N2CCN(Cc3ccccc3)CC2)=C[C@H](c2ccccc2)[C@H]1CCCO	0.1	3	2	-6	1	43	99	95	-4
CCOC(=O)CC1Sc2ccccc2NC1=O (centres undefined)	1.9	2	0	4	1	7	102	107	-1
CCCNS(=O)(=O)c1ccc(CCC(=O)NCCc2ccc(OC)c(OC)c2)cc1	0.6	2	2	-7	2	2	100	106	1
CCCC(C)C(=O)Nc1ncc(S(=O)(=O)c2ccc([N+](=O)[O-])cc2)s1 (centres undefined)	2.6	10	4	2	0	-1	101	97	5
NC(=O)C1(NC(=O)[C@@H]2CC3(CC(c4cccc(NC(=O)[C@@H]5CCC(=O)N5)c4)=NO3)CN2C(=O)c2ccccc2)CC1 (some centres undefined)	-2.7	6	7	7	10	21	86	91	1
O=C(c1ccc(F)cc1F)N1CCN(S(=O)(=O)c2ccc3c(c2)OCCO3)CC1	x	0	0	1	0	6	106	103	x
O=C(NNc1c(F)c(F)cc(F)c1F)c1ccc(Cl)nc1	2.3	0	10	8	0	-5	94	93	2
CCOC(=O)Nc1cccc(NC(=O)c2ccccc2F)c1	-0.3	5	9	0	0	-2	102	90	2
